ARNT-TACC3 inh = disruptors of human ARNT/TACC3 interaction. inhibition, % at 9.99 µM. AlphaScreen His-ARNT PAS-B/GST-TACC3 binding, luminescence; TACC3 fragment carries E629A point mutation. 390,000 tested, 0.66% active. AID 623870;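 active = mean inhibition of replicates at least 50% and at least half of replicates each reaching 50%; inconclusive = half or more replicates reach 50% but mean below 50%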;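 also: 0% = complete ARNT plus TACC3 wells and 100% = ARNT alone without TACC3; many hits fall short of the cut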
INS-1E GSIS act = primary screen for activators of insulin secretion dependent on glucose, INS-1E cells, GLuc reporter luminescence | INS-1E GLuc reporter insulin secretion, 2-3 h | 370,000 tested, 0.61% active | activation, % at 16.6 µM | AID 743287;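 active = lowest replicate activation of at least 40%, so every replicate reaches that level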;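 also: 0% = median of neutral control wells and 100% = median of IBMX positive control wells; some compounds called inactive have numbers as strong as hits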
ERp5 inh = ERp5 (human) disulfide isomerase inhibition; ERp5 insulin aggregation, absorbance 650 nm, 90 min; inhibition, % at 9.99 µM; 350,000 tested, 0.05% active; AID 651711;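 active = mean replicate inhibition above about 25%, with every replicate also reaching it, limit read from the data, passing the limit was not always enough; inconclusive = only one of those two criteria met; inactive = neither criterion met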
Target sequence (Q15084 whole entry, looked up): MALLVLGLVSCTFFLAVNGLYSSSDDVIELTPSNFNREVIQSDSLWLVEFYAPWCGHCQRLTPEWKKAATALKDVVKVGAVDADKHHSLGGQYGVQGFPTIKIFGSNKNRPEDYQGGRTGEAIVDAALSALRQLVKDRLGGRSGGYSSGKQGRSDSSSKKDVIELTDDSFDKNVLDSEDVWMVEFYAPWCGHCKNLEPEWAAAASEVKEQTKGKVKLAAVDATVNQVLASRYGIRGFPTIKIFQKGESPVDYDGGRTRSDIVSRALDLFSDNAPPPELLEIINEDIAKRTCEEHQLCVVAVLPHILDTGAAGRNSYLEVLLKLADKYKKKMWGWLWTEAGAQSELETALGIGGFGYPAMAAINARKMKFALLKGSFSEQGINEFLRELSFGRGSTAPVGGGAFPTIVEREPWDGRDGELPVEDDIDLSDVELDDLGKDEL
EWS-Fli block = inhibitors of EWS/Fli oncoprotein transcriptional activity; A673 NR0B1-luciferase reporter, viability-normalised; inhibition, % at 12.6 µM; 350,000 tested, 0.67% active; AID 651661;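 active = mean inhibition of at least 50% after viability correction, with every replicate also passing that limit; inconclusive = mean reaches 50% but only one of two replicates passes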;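 also: firefly luciferase signal divided by Alamar Blue viability fluorescence both relative to DMSO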
PAX8 reporter = lowers PAX8-driven luciferase in RMG-I cells | 360,000 tested, 1.2% active | RMG-I TPO-luciferase reporter, SteadyGlo, 24 h | inhibition, % at 12.6 µM;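 active = mean replicate inhibition at least 60% with every replicate also reaching 60%; inconclusive = only one of the two criteria is met; inactive = mean below 60% and not all replicates reaching 60%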;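 also: luciferase light reporting Pax8 driven TPO promoter activity; plate controls were median of neutral control wells for no effect and mitoxantrone controls for full effect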
XiGFP reactiv = reactivates the inactive X chromosome in mouse fibroblasts; XiGFP mouse fibroblasts, % GFP-positive cells imaging, 3 d; cells co-treated with 5-aza-dC sensitizer; scaled so ellipticine positive control = 100%; activation, % at 7.58 µM; 360,000 tested, 0.055% active; AID 743238;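 active = mean normalized replicate activation at least 10% and every replicate at or above 10%; inconclusive = only one of the two criteria met; inactive = mean below 10% and not all replicates reach 10%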;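 also: 0% = median of on-plate neutral control wells and 100% = ellipticine 6 µM median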
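Material: XiGFP fibroblasts, SV40-immortalized. Buffer or medium: DMEM plus 5-aza-dC sensitizer. Compound: single concentration per compound, delivered by pin transfer. Times: 3 days compound exposure. Controls: ellipticine 6 µM.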
CFTR F508del cor = CFTR F508del correction in bronchial cells | activity (quench increase), % at 7.58 µM | CFBE cells, YFP halide quenching; stimulated with forskolin plus potentiator P3; % fluorescence drop versus neutral controls | 350,000 tested, 0.36% active;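 active = mean added fluorescence quench of at least 8% versus neutral control, with both replicates also reaching 8%; inconclusive = only one of the mean or replicate conditions met; inactive = mean below 8% and not both replicates reaching 8%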;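 also: cells transiently co-express mutant CFTR-F508del with the halide-sensitive YFP; corrector assay measuring rescue of mutant channel to the surface after 24 h compound exposure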
DENV2 CPE = DENV2-induced cell death inhibition; DENV2-infected cells, cytopathic effect rescue, plate reader; CPE inhibition, % at 9.99 µM; 350,000 tested, 1.7% active; AID 651640; in the data active = CPE inhibition above about 20%, passing the limit was not always enough; inconclusive = no clear call, values can overlap the other calls; tested in BHK-21 cells;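 also: 0% = median of neutral control wells and 100% = median of positive control wells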
* = called active by the depositor; ? = inconclusive; · = no result given; & = joins results of further samples.

Field names – A = ARNT-TACC3 inh; B = INS-1E GSIS act; C = ERp5 inh; D = EWS-Fli block; E = PAX8 reporter; F = XiGFP reactiv; G = CFTR F508del cor; H = DENV2 CPE
Cc1cc(C)cc(OCC(=O)Nc2ccc3c(c2)C(=O)c2ccccc2C3=O)c1
  A: · | B: 2 | C: 4 | D: -9 | E: -10 | F: 0.0 | G: · | H: -6
COc1cc(/C=N/N2C(=O)CSC2=S)cc(Br)c1O
  A: 21 | B: 0 | C: 7 | D: 6 | E: 10 | F: 0.3 | G: ? | H: 4
CCc1ccccc1S(=O)(=O)Cc1ccc(C(=O)N2CCN(c3ccccn3)CC2)o1
  A: 4 | B: -2 | C: 1 | D: -1 | E: -2 | F: 0.1 | G: 0.0 | H: -3
CN(C)CCCN(Cc1cc2cc3c(cc2[nH]c1=O)OCCO3)C(=O)NC1CCCCC1
  A: 1 | B: -4 | C: 5 | D: -11 | E: -4 | F: 0.0 | G: -6.3 | H: 1
Cc1ccc(S(=O)(=O)c2nc(-c3ccccc3Cl)oc2NCCCN2CCOCC2)cc1
  A: 8 | B: -27 | C: -4 | D: -14 | E: 11 | F: -0.1 | G: -1.3 | H: 1
O=C(OC[C@@H]1[C@H]2c3ccccc3OC1(CO)N=C1SCC(=O)N12)c1ccccc1
  A: 2 | B: · | C: 4 | D: -12 | E: -2 | F: · | G: 2.5 | H: -2
C[C@H](CO)N1C[C@H](C)[C@@H](CN(C)Cc2ccc(C(F)(F)F)cc2)Oc2c(NC(=O)NC3CCCCC3)cccc2C1=O
  A: 6 | B: -14 | C: -5 | D: 6 | E: · | F: 0.2 | G: 0.8 | H: 38*
CCc1nc(SCC(=O)NCC2CCCO2)c2c(=O)n(C)c(=O)n(C)c2n1 (stereo not drawn)
  A: -5 | B: 12 | C: -1 | D: · | E: 5 | F: 0.0 | G: 0.2 | H: 18
Cn1c(=O)c2c(nc(SCC(=O)NC3CCCC3)n2C)n(C)c1=O
  A: -3 | B: 10 | C: 1 | D: 0 | E: 0 | F: 0.0 | G: 0.2 | H: 1
CO[C@H]1CN(C)C(=O)c2cc(NC(=O)Nc3cc(F)ccc3F)ccc2OC[C@H](C)N(C)C[C@H]1C
  A: 10 | B: -16 | C: -1 | D: 8 | E: · | F: -0.1 | G: -1.8 | H: 14
Cc1nc2c(ncn2-c2ccccc2)c(=O)n1NC(=O)CN1CCCCC1
  A: -1 | B: · | C: · | D: 14 | E: 6 | F: -0.1 | G: -2.4 | H: -1
O=C(C[C@@H]1CC[C@@H]2[C@H](COC[C@H](O)CN2CC2CCOCC2)O1)NCc1ccc(Cl)cc1
  A: -3 | B: 2 | C: 1 | D: 4 | E: -13 | F: 1.1 | G: 0.3 | H: 1
CCCc1ccc(C(=O)O/N=C(\N)c2ccccn2)cc1
  A: -2 | B: 0 | C: -3 | D: 88* | E: 106* | F: 0.0 | G: -0.9 | H: -3
Cc1cnc(C(=O)N2CCc3c([nH]c4ccccc34)C2c2ccc(F)cc2)cn1 (stereo not drawn)
  A: 4 | B: -5 | C: 2 | D: -7 | E: -6 | F: 0.5 | G: 2.4 | H: -4
CCOC(=O)C1(Cc2cccc(OC)c2)CCN(Cc2cccn2-c2ccccn2)CC1
  A: 6 | B: -6 | C: 1 | D: 7 | E: 16 | F: 0.0 | G: 3.7 | H: 3
O=[N+]([O-])c1ccc(-c2ccc(/C=N/Nc3nc(N4CCCCC4)nc(N4CCCCC4)n3)o2)cc1
  A: · | B: 1 | C: -1 | D: 7 | E: 14 | F: 7.5 | G: -1.0 | H: 3
CO[C@H]1CN(C)C(=O)c2cc(NC(C)=O)ccc2OC[C@@H](C)N(C(=O)CC2CC2)C[C@H]1C
  A: -20 | B: -6 | C: 4 | D: 1 | E: · | F: 0.0 | G: 0.9 | H: -7
C[C@H](CO)N1C[C@H](C)[C@@H](CN(C)Cc2ccc3c(c2)OCO3)Oc2ccc(NC(=O)Nc3ccccc3)cc2CC1=O
  A: 5 | B: -9 | C: 0 | D: -1 | E: 11 | F: -0.9 | G: 2.8 | H: -7
C[C@H](CO)N1C[C@H](C)[C@H](CN(C)Cc2ccc(Oc3ccccc3)cc2)Oc2c(NC(=O)NC3CCCCC3)cccc2C1=O
  A: 11 | B: -23 | C: 10 | D: 17 | E: · | F: -0.6 | G: 6.5 | H: 0
C[C@@H]1CCCCO[C@H](CN(C)Cc2ccc(C(F)(F)F)cc2)[C@@H](C)CN([C@@H](C)CO)C(=O)c2cc(NC(=O)Cc3ccccc3)ccc2O1
  A: 3 | B: -16 | C: · | D: -2 | E: 85* | F: -0.1 | G: 4.4 | H: -19
CCCc1nc(SCc2ccccn2)c2c(=O)n(C)c(=O)n(C)c2n1
  A: -5 | B: · | C: -6 | D: 11 | E: 18 | F: 0.2 | G: 2.0 | H: -2
C[C@H](CO)N1C[C@H](C)[C@@H](CN(C)S(=O)(=O)c2ccc(F)cc2)Oc2ccc(NS(=O)(=O)c3ccc(F)cc3)cc2C1=O
  A: 3 | B: -8&-16 | C: -4&2 | D: -11&13 | E: 8&-7 | F: -0.2&0.2 | G: -1.6&2.9 | H: 4&-5
COc1ccc(/C=C/C(=O)c2cc3c(cc2N)OCO3)cc1
  A: 19 | B: 3 | C: 7 | D: -147 | E: -117 | F: 0.0 | G: -3.4 | H: -2
O=Cc1cc([N+](=O)[O-])ccc1N1CCN(Cc2ccc3c(c2)OCO3)CC1
  A: 3 | B: -28 | C: 6 | D: 11 | E: -9 | F: 0.0 | G: 7.0 | H: -10
CCOC(=O)Cc1csc(NC(=S)NC(=O)c2ccccc2)n1
  A: -1 | B: 3 | C: 4 | D: 29 | E: 23 | F: 0.2 | G: · | H: 3
COc1ccc(NC(=O)N(C)C[C@H]2Oc3ncc(-c4ccc(C#N)cc4)cc3C(=O)N([C@@H](C)CO)C[C@H]2C)cc1
  A: -8 | B: 3 | C: 1 | D: -4 | E: · | F: -0.4 | G: 0.1 | H: -5
COc1ccc2c3c([nH]c2c1)[C@H](CO)N(Cc1ccccc1F)CC31CN(C)C1
  A: · | B: -9 | C: · | D: -1 | E: · | F: 0.2 | G: -0.4 | H: -1
CCCCCn1c(=S)[nH]c2cc(C(=O)N3CCCC3)ccc2c1=O
  A: 1 | B: 5 | C: 2 | D: 14 | E: 2 | F: -0.1 | G: 2.6 | H: -1
Cc1ccc(S(=O)(=O)c2c(C(=O)c3ccccc3)cnc3cc4c(cc23)OCCO4)cc1
  A: -1 | B: · | C: -2 | D: -4 | E: -15 | F: 0.3 | G: · | H: -6
O=C1CSC(c2ccccc2[N+](=O)[O-])N1c1ccccc1 (stereo not drawn)
  A: -5 | B: 1 | C: 3 | D: -14 | E: 1 | F: 0.1 | G: -3.7 | H: ·
C[C@@H]1CN([C@@H](C)CO)C(=O)c2cc(NC(=O)Cc3cn(C)c4ccccc34)ccc2O[C@@H]1CN(C)C(=O)Nc1ccccc1
  A: 7 | B: -14 | C: -1 | D: -33 | E: 54 | F: -0.2 | G: 1.4 | H: -2
CCN(CC)C(=O)c1ccc2c(c1)N(Cc1ccccc1)C(=O)CS2=O (stereo not drawn)
  A: -2 | B: -12 | C: 2 | D: 4 | E: 0 | F: 0.1 | G: -1.1 | H: 9
CCCNC(=O)N(C)C[C@@H]1Oc2cc(Br)ccc2S(=O)(=O)N([C@H](C)CO)C[C@H]1C
  A: -6 | B: -2 | C: 1 | D: -5 | E: · | F: -0.9 | G: -1.7 | H: -2
Cc1cccc2nc(-c3ccccc3)nc(N[C@@H](CO)c3ccccc3)c12
  A: 0 | B: -30 | C: · | D: · | E: 7 | F: 0.1 | G: · | H: ·
COc1ccc(C(=O)OCC(=O)C(C)(C)C)cc1S(=O)(=O)N(C)CCc1cccnc1
  A: · | B: -1 | C: -3 | D: 20 | E: -8 | F: 0.1 | G: -1.2 | H: 5
C[C@@H](NC(=O)[C@@H]1N[C@@H]2c3ccc(-c4cncnc4)c(=O)n3C[C@@H]2[C@H]1CO)c1ccccc1
  A: 0 | B: 5 | C: -4 | D: 0 | E: -9 | F: 0.5 | G: -2.4 | H: 10
CCOC(=O)c1ccc(NC(=O)c2ncn3c2C(=O)NC[C@@H]3C)cc1
  A: · | B: · | C: -7 | D: 7 | E: -23 | F: 0.1 | G: 4.5 | H: ?
CCOc1cc(/C=N/NC(=O)c2ccncc2)ccc1OC(=O)c1ccco1
  A: -22 | B: 21 | C: 6 | D: 6 | E: 7 | F: 0.2 | G: 1.8 | H: -10
COc1ccc(NC(=O)c2cc(C3CCCCN3C(=O)c3cccs3)on2)c(C)c1 (stereo not drawn)
  A: · | B: · | C: 3 | D: 8 | E: 2 | F: 0.0 | G: 4.1 | H: 3
CO[C@@H]1CN(C)C(=O)c2cc(NC(=O)Nc3cccc(Cl)c3)ccc2OC[C@@H](C)NC[C@H]1C
  A: 4 | B: -10 | C: 1 | D: -6 | E: -15 | F: 0.2 | G: 0.9 | H: 12
CS(=O)(=O)N1CCC(Oc2ccccc2C(=O)N2CCN(CC3CC3)CC2)CC1
  A: -2 | B: -1 | C: 6 | D: 5 | E: 14 | F: 0.1 | G: -1.3 | H: -6
Cc1ccc(/C=N/N2C(=O)c3ccccc3NC2c2ccc(C)cc2)cc1 (stereo not drawn)
  A: 3 | B: 0 | C: · | D: -76 | E: -64 | F: -0.1 | G: -2.4 | H: ·
CS(=O)(=O)N(CC(=O)NCCSCc1c(F)cccc1Cl)c1cccc([N+](=O)[O-])c1
  A: · | B: · | C: 2 | D: -4 | E: 16 | F: 0.1 | G: 0.6 | H: -7
CCCC(=O)OCC(=O)NC1CCCc2ccccc21 (stereo not drawn)
  A: -22 | B: 15 | C: -1 | D: 14 | E: 26 | F: 0.1 | G: · | H: 6
O=C(Cc1cccc(NC(=O)C2CCCN(C(=O)c3ccccc3)C2)c1)Nc1ccc(C(=O)N2CCCCC2)cc1 (stereo not drawn)
  A: -6 | B: -1 | C: -1 | D: -14 | E: -2 | F: 0.0 | G: -1.8 | H: -15

Gathered by group, the entries above containing bromine.
Field names – A = ARNT-TACC3 inh; B = INS-1E GSIS act; C = ERp5 inh; D = EWS-Fli block; E = PAX8 reporter; F = XiGFP reactiv; G = CFTR F508del cor; H = DENV2 CPE
COc1cc(/C=N/N2C(=O)CSC2=S)cc(Br)c1O
  A: 21 | B: 0 | C: 7 | D: 6 | E: 10 | F: 0.3 | G: ? | H: 4
CCCNC(=O)N(C)C[C@@H]1Oc2cc(Br)ccc2S(=O)(=O)N([C@H](C)CO)C[C@H]1C
  A: -6 | B: -2 | C: 1 | D: -5 | E: · | F: -0.9 | G: -1.7 | H: -2

Sorted by value in ERp5 inh (falling): some entries from above.
compound | ARNT-TACC3 inh | INS-1E GSIS act | ERp5 inh | CFTR F508del cor
CS(=O)(=O)N1CCC(Oc2ccccc2C(=O)N2CCN(CC3CC3)CC2)CC1 | -2 | -1 | 6 | -1.3
CCN(CC)C(=O)c1ccc2c(c1)N(Cc1ccccc1)C(=O)CS2=O (stereo not drawn) | -2 | -12 | 2 | -1.1
COc1ccc(NC(=O)N(C)C[C@H]2Oc3ncc(-c4ccc(C#N)cc4)cc3C(=O)N([C@@H](C)CO)C[C@H]2C)cc1 | -8 | 3 | 1 | 0.1
CCCC(=O)OCC(=O)NC1CCCc2ccccc21 (stereo not drawn) | -22 | 15 | -1 | ·
Cc1ccc(S(=O)(=O)c2c(C(=O)c3ccccc3)cnc3cc4c(cc23)OCCO4)cc1 | -1 | · | -2 | ·

High-throughput results from PubChem.
